High-throughput results (PubChem)
bCat KO growth = primary screen for growth suppressors in beta-catenin knockout HCT116 cells (colon tumor, human); HCT116 beta-catenin knockout viability, CellTiter-Glo, 60 h; active compounds read low; viability, % at 10 µM; 140,000 compounds, 1.5% hits;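 active = viability at or under a set limit, the compound median less 4 SD, cut at about 6% in these data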;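 also: 0% = Hyamine 1622 control at 20 µM and 100% = untreated cell control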
Measles CPE = compounds protecting cells from measles virus cytopathic effect, primary screen, measles RdRp inhibitor project, single point, MLSMR library, absorbance; protection (pct of control), % at 4 µM; Measles virus-infected cells, CPE protection; AID 841, 2007; 140,000 compounds, 1.5% hits; in the data active = protection mostly above about 24%, no sharp cut-off; inactive = mostly below about 26%; also: some compounds called inactive have numbers as strong as hits
Yeast growth inh = growth inhibitors of yeast BB579 in restrictive medium, primary screen, yeast lifespan-shortening project, S. cerevisiae. OD615, 48 h. inhibition, % at 10 µM. 140,000 compounds, 0.51% hits. AID 804, 2007;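 active = inhibition above a set limit, 3 SD over the mean compound inhibition, cut at about 44% in these data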; also: inactives centre near -24
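Test system: S. cerevisiae DeaD strain BB579 yeast; Medium: restrictive CSMM-D medium; Compound: one dose, 10 µM compound with 0.25% DMSO; Incubation: 4 h cell preincubation, 48 h compound exposure, 30 °C humidified; Signal: OD at 615 nm; Benchmarks: amphotericin B at 10 µg/mL as positive control.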
E-sel TNF inh = E-selectin induction blockers in HUVEC – imaging, immunofluorescence, high content, primary screen; AID 1246, 2008; HUVEC TNFa-induced E-selectin immunofluorescence; 120,000 compounds, 0.71% hits; inhibition, % at 2 µM;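 active = inhibition above the batch mean plus 3 SD, and confirmed as a hit on visual image review, cut at about 43% in these data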;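 also: 0% = TNF-stimulated DMSO wells and 100% = unstimulated control wells; not every result past the cut was called active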
NPY Y2 blocker = NPY-Y2 receptor antagonists, primary screen, cell-based | AID 793, 2007 | NPY-Y2 expressing cells, antagonist mode | 140,000 compounds, 0.99% hits | Neuropeptide Y receptor type 2 (Homo sapiens), P49146 | inhibition, % at 2.7 µM; in the data active = inhibition above about 17%;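 also: 0% = vehicle with agonist challenge and 100% = reference antagonist with challenge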
Target sequence (P49146 whole entry, looked up): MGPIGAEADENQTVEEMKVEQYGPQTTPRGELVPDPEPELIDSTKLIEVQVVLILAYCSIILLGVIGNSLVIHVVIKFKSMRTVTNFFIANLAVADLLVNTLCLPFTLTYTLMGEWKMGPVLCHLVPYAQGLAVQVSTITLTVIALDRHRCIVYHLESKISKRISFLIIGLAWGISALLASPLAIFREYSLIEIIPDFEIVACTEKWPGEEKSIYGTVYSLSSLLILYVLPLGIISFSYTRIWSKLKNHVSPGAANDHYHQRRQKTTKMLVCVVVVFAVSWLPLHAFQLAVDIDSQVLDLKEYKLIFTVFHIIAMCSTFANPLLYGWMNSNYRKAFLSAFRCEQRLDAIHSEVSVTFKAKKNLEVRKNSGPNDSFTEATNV
MRP1 act = H69AR viability gain despite doxorubicin, primary screen, MRP-1 activator project, H69AR cells, CellTiter-Glo. AID 799, 2007. viability rescue. viability increase, % at 10 µM. 140,000 compounds, 0.61% hits;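 active = viability gain under doxorubicin at or above a set limit, the compound median plus 3 SD, cut at about 4.7% in these data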;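 also: MRP-1 overexpressing cells given doxorubicin 25 µM after compound pretreatment; 18-22 h compound pretreatment then 72 h with doxorubicin before readout; 0% = doxorubicin-only wells and 100% = vehicle-treated cells without doxorubicin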
PTEN del growth = growth suppression of PTEN-null HCT116, primary screen, cell-based, CellTiter-Glo; viability, % at 10 µM; 140,000 compounds, 1.2% hits; HCT116 PTEN-null viability, 60 h; active compounds read low;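 active = viability at or below a set limit, 4 SD under the median of all tested compounds, cut at about 3.7% in these data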;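 also: PTEN knockout HCT116 line with beta catenin targeted HCT116 as companion control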
Phagocytosis inh = inhibitors of macrophage phagocytosis, primary screen, imaging, J774A.1 cells, IgG beads. inhibition, % at 5 µM. J774A.1 macrophage IgG-bead phagocytosis. 110,000 compounds, 0.07% hits;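 active = inhibition above the mean of the plate negative controls plus 5 SD, cut at about 13% in these data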;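 also: phagocytic index as fraction of beads internalized from green versus red external bead signal; plate controls were DMSO negative control for no effect and cytochalasin-D positive control for full effect; some results beyond the cut were filed as inactive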
Yeast life ext = compounds extending yeast replicative lifespan, primary screen, S. cerevisiae, OD615 | S. cerevisiae growth with nicotinamide; deaD strain in restrictive glucose medium | inhibition of the nicotinamide effect, % at 10 µM | 130,000 compounds, 0.68% hits;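 active = inhibition above a set limit, placed 3 SD over the median of all compounds, cut at about 26% in these data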;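 also: 0% = nicotinamide-treated wells and 100% = cells grown without nicotinamide; some compounds called inactive have numbers as strong as hits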
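Measured by: optical density (absorbance) at 615 nm; System: modified budding yeast, DeaD strain; Medium: restrictive CSMM-D dextrose medium; Timing: 4 h preincubation then 48 h treatment at 30 °C.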
GALR2 antag = GALR2 antagonists in receptor-expressing cells, primary screen. 140,000 compounds, 0.39% hits. AID 828, 2007. Galanin receptor type 2 (Homo sapiens), O43603. antagonist mode. inhibition, % at 4 µM; in the data active = inhibition above about 27%;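 also: cells stimulated with galanin 1-16 at roughly its EC80; 0% = agonist challenge control and 100% = basal control without agonist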
Target sequence (O43603 whole entry, looked up): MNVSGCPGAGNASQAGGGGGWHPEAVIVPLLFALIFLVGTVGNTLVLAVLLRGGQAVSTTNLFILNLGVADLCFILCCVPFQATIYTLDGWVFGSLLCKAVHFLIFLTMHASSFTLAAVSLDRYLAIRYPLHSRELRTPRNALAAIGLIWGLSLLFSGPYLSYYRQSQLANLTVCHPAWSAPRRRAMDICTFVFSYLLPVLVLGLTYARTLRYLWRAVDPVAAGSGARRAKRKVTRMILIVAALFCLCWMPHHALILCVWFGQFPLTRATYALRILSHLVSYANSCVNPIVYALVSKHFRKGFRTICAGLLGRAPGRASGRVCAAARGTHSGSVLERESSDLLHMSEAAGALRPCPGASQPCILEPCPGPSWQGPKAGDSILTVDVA
Active calls of the source: *; . = no result given.

structure	bCat KO growth	Measles CPE	Yeast growth inh	E-sel TNF inh	NPY Y2 blocker	MRP1 act	PTEN del growth	Phagocytosis inh	Yeast life ext	GALR2 antag
Cc1cc(NC(=O)CCC(=O)N(CCC(C)C)CC(=O)NCC2CCCO2)no1 (configuration not stated)	98.2	12.8	-52.1	-22.1	1.3	-1.0	111.6	-0.6	-5.0	-1.4
O=C(Oc1ccccc1)c1ccc(-n2cnnn2)cc1	87.8	22.3	-56.3	.	0.6	0.5	84.1	-0.7	-15.5	4.5
Cc1ccc2c(c1C)OC(=O)CC2(C)C	87.1	5.4	-7.0	.	2.8	-0.1	98.0	-0.8	5.1	17.2
CCOc1ccccc1-c1n[nH]c(=S)o1	94.8	11.8	-21.9	-2.1	1.1	-1.0	104.1	-2.4	-2.3	-5.8
O=C(CCN1CCCCC1c1cccnc1)NCc1ccccc1 (configuration not stated)	96.8	2.1	-23.0	-21.9	3.1	-1.2	91.0	-0.3	0.0	-5.6
Cc1cccc2sc(NNC(=O)c3ccc(S(=O)(=O)N4CCCC(C)C4)cc3)nc12 (configuration not stated)	1.9*	3.4	36.4	-19.4	-1.9	-4.3	3.9	.	-3.7	-1.4
Cc1n[nH]c(C)c1C(=O)CC1(O)C(=O)N(CCc2ccccc2)c2ccc(Br)cc21 (configuration not stated)	104.4	2.9	-21.0	-6.8	-1.1	-3.4	89.9	.	-14.2	0.8
CCn1cc(C(=O)NCc2ccco2)c(=O)c2cc(S(=O)(=O)N3CCc4ccccc4C3)ccc21	59.1	7.9	-36.8	100.0*	1.6	-1.7	65.5	0.5	-7.2	0.9
Cc1ccc(-n2ncc3c(NCCCOC(C)C)ncnc32)c(C)c1	73.5	30.9	8.0	-18.9	2.6	-4.3	69.5	.	-9.4	2.9
COc1ccc(-c2n[nH]c(=S)n2/N=C/C=C\c2ccccc2OC)cc1	70.3	9.8	-23.4	.	5.5	-0.9	70.8	3.8	-3.8	-2.7
CC(=O)Nc1ccc2nc(C3CCCCC3)[nH]c2c1	97.0	2.7	-32.8	-11.9	2.5	-2.3	92.5	.	-4.3	-12.0
COc1cc(/C=C2/SC(=O)N(Cc3ccccc3Cl)C2=O)ccc1OCc1ccncc1	91.0	2.7	-42.6	-69.4	1.1	-3.1	80.6	.	-22.2	6.5
COc1ccc(-n2c(C)nc3cc(C(=O)O)ccc32)cc1	79.3	2.2	-37.3	-17.9	-1.9	-1.4	77.3	.	12.1	-7.2
CCn1c2ccccc2c2cc(/C=N/NC(=O)c3ccccc3)ccc21	26.3	9.3	-11.6	-34.5	11.8	-4.2	26.0	.	-4.4	10.4
C=CCN1C(c2cccc(C(F)(F)F)c2)=CS/C1=C(/C#N)c1nnc(N2CCOCC2)n1-c1ccccc1	53.3	3.1	-77.7	72.1*	4.0	-4.0	52.9	-4.7	8.2	-10.0
CC1(C)C(c2ccccn2)=[N+]([O-])C(C)(C)N1O	93.7	7.0	-22.4	-23.2	2.7	0.1	97.0	.	-12.7	9.5
NC(=O)c1ccc(NS(=O)(=O)c2ccccc2F)cc1	97.7	4.7	-27.1	-14.6	2.0	-0.9	104.9	-0.9	-7.0	12.3
COc1cc(/C=C/c2nc(N)nc(-c3ccccc3O)n2)cc(OC)c1OC	93.6	8.4	-18.5	.	3.6	-2.7	77.2	14.1	-5.3	2.4
COCC(C)n1c(C)cc(C(=O)COC(=O)c2ccc(N3CCCC3=O)cc2)c1C (configuration not stated)	75.8	9.8	-54.6	-18.9	1.5	0.5	98.4	-1.1	-2.5	8.1
CCOC(=O)c1c(C)n(C)c2ccc(O)c(CN3CCN(C)CC3)c12	93.8	13.0	24.6	2.0	3.5	0.6	98.2	1.5	-6.6	-1.3
CC1CCCCN1C(=O)CSc1nnc(-c2cccnc2)n1C1CCCCC1 (configuration not stated)	93.4	12.5	-18.6	-9.6	1.9	-1.9	96.3	-1.3	-6.1	-12.2
O=C(CN1CCN(c2ccccc2)CC1)N/N=C/c1cccc(F)c1	105.1	16.3	-34.7	.	3.6	0.0	106.5	-4.5	-0.7	-3.8
O=C(Nc1cccc(NC(=O)c2cccnc2Cl)c1)c1ccco1	84.0	6.7	-15.7	23.9	0.1	-0.2	91.5	.	.	1.9
COC(=O)c1cc(=O)n(Cc2ccc3c(c2)OCO3)c(=Nc2ccccc2)s1	20.8	11.5	-17.4	3.2	6.8	-1.1	14.8	0.0	-5.8	8.8
Cc1ccc(/C=C/C(=O)N2CC(C)CC(C)C2)o1 (configuration not stated)	84.5	6.1	-58.6	-2.6	9.4	-1.3	89.6	.	-8.4	5.0
O=C(NCC1CCCO1)C(c1ccncc1)N(Cc1ccc(F)cc1)C(=O)CN1C(=O)c2ccccc2S1(=O)=O (configuration not stated)	83.3	8.7	-43.6	.	0.4	-0.1	86.3	-5.0	2.7	11.9
O=c1oc(-c2ccccc2[N+](=O)[O-])nc2ccccc12	103.1	1.7	-1.1	-16.3	1.0	-1.7	109.3	-0.6	7.0	-4.3
COc1ccc(C(C)(C)C)cc1NC(=O)c1ccoc1C	89.2	18.1	-52.6	-5.7	6.9	1.0	88.1	.	-13.0	-1.2
Cc1ccc(-n2ncc3c2ncn2nc(-c4ccco4)nc32)c(C)c1	65.2	5.6	-55.3	7.6	5.9	-3.8	48.4	.	-5.8	0.9
COc1ccc(OC)c(Nc2nc3nonc3nc2N2CCCCC2)c1	82.1	16.8	-17.4	14.6	2.5	-1.3	93.9	-3.1	-11.3	-9.3
COCCN(C(=O)C1CCC1)c1nnc(-c2cccnc2)s1	86.1	12.0	6.3	.	0.5	-2.7	89.4	-0.6	-23.4	-8.9
Cc1nc2ncnn2c(N2CCC(C(=O)NC3CCCC3)CC2)c1Cc1ccccc1	90.5	11.4	-29.9	-9.7	-1.7	-1.8	94.4	0.4	22.3	6.7
O=[N+]([O-])c1ccc(OCC(O)CN(CCO)CCO)cc1 (configuration not stated)	97.0	7.0	12.1	2.6	-0.1	-0.8	101.4	-5.8	1.4	2.8
COc1cc(C(=O)Nc2ccc(S(=O)(=O)N(C)c3ccccc3)cc2)cc(OC)c1OC	81.5	9.6	-2.3	.	0.1	-3.8	84.5	-4.2	4.4	12.7
O=c1sc(/C=N/Nc2ccccc2)c(Cl)n1Cc1ccccc1	86.8	11.3	-28.8	.	6.5	0.1	75.9	1.7	1.1	-17.0
COc1nccnc1NS(=O)(=O)c1ccc(NC(=S)NC(=O)/C=C/c2ccccc2)cc1	85.7	11.5	-53.9	.	1.9	-1.6	92.7	-11.2	1.9	-0.8
Cn1nc(C(=O)N2CCOCC2)c2ccccc2c1=O	.	.	.	5.1	0.2	.	.	2.6	.	1.2
CCOC(=O)CSc1nnc(Cn2nnc(-c3ccccc3)n2)n1CC	91.5	.	-44.4	-4.4	2.0	-0.1	99.2	-1.6	-6.2	6.9
CCc1ccc(NC(=O)C(C)Oc2nnc(-c3cccs3)c(-c3cccs3)n2)cc1 (configuration not stated)	95.7	8.2	-18.5	11.6	-2.6	1.2	87.8	-0.5	-5.1	-8.4
CCC(=O)NC1=C(C#N)C2(CCCC2)Cc2ccccc21	99.1	0.7	-47.4	-1.1	1.4	-0.4	86.9	0.0	-1.6	11.8
CC(=O)N1CCN(C(=S)c2ccc(-c3ccc(Cl)cc3)o2)CC1	85.5	16.7	-14.4	-25.1	1.0	0.1	79.1	-2.8	-1.8	-14.1
O=C1/C(=C/N(C(=O)c2ccco2)c2ccc(Cl)cc2)Sc2ccccc21	75.4	14.4	-29.2	.	1.8	-3.4	79.7	-3.1	-3.2	4.1
Cc1cc(N/C(=N\S(=O)(=O)c2ccc(F)cc2F)c2ccccc2)no1	106.7	6.2	-27.3	-10.5	1.0	-0.4	112.4	-1.8	-4.3	-2.9
COC(=O)COc1cccc2c(=O)n(CC(=O)NCCc3ccc(OC)c(OC)c3)ccc12	85.2	5.3	-14.4	8.2	-0.4	-2.2	91.8	.	1.8	0.8
CCc1cc(C(=O)Cc2ccc(F)cc2)c(O)cc1O	85.6	13.1	-42.9	-8.0	5.9	-0.4	91.2	-6.4	-3.6	-7.2
COc1ccc(-c2nnc(SC)n2C)cc1	100.3	5.0	-24.9	4.7	0.4	1.0	101.8	0.2	-15.8	10.8
COc1cc(C2NC(=O)NC(O)(C(F)(F)F)C2C(C)=O)cc(OC)c1OC (configuration not stated)	86.9	8.0	-22.7	38.6	-0.6	-2.4	97.0	1.1	-4.4	5.6
CC(=O)Nc1nnc(SCc2ccc(F)cc2)s1	88.0	16.9	-19.1	7.8	1.6	-1.6	91.5	.	-17.1	-0.5
CCOc1nc(C)ccc1-c1noc(C)n1	94.8	2.5	-74.9	12.9	-2.6	-0.6	103.3	0.6	-10.2	-2.4
CCOc1ccc(S(=O)(=O)NCCC(=O)NCc2ccco2)cc1	76.4	2.9	-13.0	-21.6	2.7	-1.3	80.5	-0.6	-10.0	-9.6

The results go on.
structure	bCat KO growth	Measles CPE	Yeast growth inh	E-sel TNF inh	NPY Y2 blocker	MRP1 act	PTEN del growth	Phagocytosis inh	Yeast life ext	GALR2 antag
CCCn1c(N)c(N2CCCCC2)c(=O)n(CC(=O)Nc2ccc(OC(F)(F)F)cc2)c1=O	90.9	6.1	-30.5	4.8	3.0	-0.1	102.0	0.2	2.4	-7.3
O=C1CC(N(CCc2ccccc2)C(=S)Nc2ccccc2)C(=O)N1c1ccc(Br)cc1 (configuration not stated)	1.9*	6.2	-28.4	28.1	1.7	-6.6	2.8*	0.6	0.1	-0.3
O=C(NCc1cccnc1)c1cc(S(=O)(=O)N2CCCCC2)ccc1Cl	87.2	8.8	-6.2	-23.8	2.2	-0.8	78.1	0.1	-6.2	-7.2
COc1ccccc1CNc1ncnc2nc[nH]c12	89.2	11.3	-17.2	-18.2	1.5	-3.6	98.4	2.2	-3.3	11.1
O=C(NCCc1ccncc1)Nc1ccccc1Cl	100.8	18.2	-8.5	-9.8	3.4	-1.3	102.6	-1.5	-1.1	-2.4
O=C1Nc2ccc(NS(=O)(=O)c3cccs3)c3cccc1c23	71.8	44.1*	-22.6	-7.0	2.9	0.3	74.3	0.0	-4.3	-5.1
CCn1ncc(CNC(=O)c2cccc([N+](=O)[O-])c2)c1C	102.0	8.8	-2.5	.	-1.1	4.6	102.8	-5.6	-2.6	5.9
